Compound activity from PubChem BioAssay.
CRFBP-R2 block: antagonists of CRF-binding protein/CRF-R2 receptor complex | HEK293 CRF-R2/CRF-BP, CRF-induced calcium fluorescence | inhibition, % at 11.8 µM | 350,000 tested, 0.59% active;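 active = inhibition of the ligand-induced calcium signal above about 50% at the single tested concentration, limit read from the data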
CHRM5 agonist: agonists of human muscarinic M5 receptor (CHRM5); CHO-K1 hM5 cells, Fluo-8 calcium fluorescence; 0% DMSO wells, 100% maximal acetylcholine response; AID 624037; 360,000 tested, 0.19% active; P08912; activation, % at 3 µM;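 active = activation above the run's mean over test compounds plus 3 SD, cut at about 23% in these data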;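 note: signal is peak over basal fluorescence ratio across the kinetic read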
Target sequence (P08912 whole entry, looked up): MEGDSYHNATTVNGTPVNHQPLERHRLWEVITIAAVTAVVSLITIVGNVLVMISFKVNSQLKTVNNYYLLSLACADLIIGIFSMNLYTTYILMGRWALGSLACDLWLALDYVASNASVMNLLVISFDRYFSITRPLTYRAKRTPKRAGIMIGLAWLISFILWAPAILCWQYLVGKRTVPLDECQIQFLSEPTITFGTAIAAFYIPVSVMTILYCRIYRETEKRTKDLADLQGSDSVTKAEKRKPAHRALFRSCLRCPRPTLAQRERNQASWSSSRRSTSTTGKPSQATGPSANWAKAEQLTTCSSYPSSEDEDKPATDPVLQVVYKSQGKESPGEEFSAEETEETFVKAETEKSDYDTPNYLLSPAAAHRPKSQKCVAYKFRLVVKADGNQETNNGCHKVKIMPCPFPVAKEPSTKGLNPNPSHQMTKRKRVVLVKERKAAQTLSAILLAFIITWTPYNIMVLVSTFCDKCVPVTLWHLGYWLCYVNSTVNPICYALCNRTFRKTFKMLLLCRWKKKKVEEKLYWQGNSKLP
CHRM5 PAM: positive allosteric modulators of human muscarinic M5 receptor; activation, % at 3 µM; AID 624038; 360,000 tested, 0.3% active; CHO-K1 hM5, Fluo-8 calcium, ACh EC20 PAM; 0% = ACh EC20, 100% = ACh EC100; P08912;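 active = activation above the run cutoff, the mean activation of all test compounds plus 3 SD, cut at about 18% in these data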
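Assay system – human M5 receptor in CHO-K1 cells · Read-out – % activation, ACh-normalized · Technique – Fluo-8 calcium fluorescence · Dosing – single-point, 3 µM nominal · Incubation – Fluo-8 loading 80 min at 37 °C plus 30 min room temperature · Repeats – singlicate, one well per test compound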
M5 antag: blocks acetylcholine activation of human M5 receptor; P08912; CHO-hM5 cells, Fluo-8 calcium fluorescence, ACh EC80; inhibition, % at 3 µM; 360,000 tested, 0.59% active;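 active = inhibition above a per-plate cutoff, the mean of that plate's test compounds plus 3 SD, cut at about 27% in these data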;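 note: 0% = acetylcholine EC80 with DMSO and 100% = DMSO without agonist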
CHRM4 antagonist: antagonists of human muscarinic M4 receptor (CHRM4); P08173; CHO-hM4 cells, ACh EC80, Fluo-8 calcium fluorescence; inhibition, % at 3 µM; 360,000 tested, 0.73% active; AID 624125;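 active = inhibition above its plate's cutoff, the mean inhibition of sample wells plus 3 SD, cut at about 27% in these data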;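 note: 0% = acetylcholine EC80 with DMSO and 100% = DMSO without agonist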
Target sequence (P08173 whole entry, looked up): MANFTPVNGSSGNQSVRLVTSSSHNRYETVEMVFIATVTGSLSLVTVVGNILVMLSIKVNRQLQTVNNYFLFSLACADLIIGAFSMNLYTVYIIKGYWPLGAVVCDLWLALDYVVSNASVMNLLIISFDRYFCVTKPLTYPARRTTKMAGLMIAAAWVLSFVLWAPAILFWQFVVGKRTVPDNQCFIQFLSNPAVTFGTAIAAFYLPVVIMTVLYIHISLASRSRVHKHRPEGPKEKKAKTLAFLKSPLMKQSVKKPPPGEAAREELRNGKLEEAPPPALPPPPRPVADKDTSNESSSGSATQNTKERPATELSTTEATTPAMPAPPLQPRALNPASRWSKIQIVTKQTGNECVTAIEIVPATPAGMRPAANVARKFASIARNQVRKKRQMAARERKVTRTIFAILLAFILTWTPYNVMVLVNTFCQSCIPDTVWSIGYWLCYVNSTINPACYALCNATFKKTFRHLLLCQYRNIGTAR
M1 PAM: positive allosteric modulators of human M1 muscarinic receptor; CHO-K1 hM1, Fluo-8 calcium fluorescence, ACh EC20; 0% = ACh EC20, 100% = maximal ACh; activation, % at 3 µM; 360,000 tested, 0.088% active; AID 588819; in the data active = activation above about 19%, passing the limit was not always enough
CHRM4 agonist: agonists of human muscarinic M4 receptor (CHRM4). CHO-K1 hM4/Gqi5, Fluo-8 calcium fluorescence; vehicle 0%, full acetylcholine response 100%. activation, % at 3 µM. 360,000 tested, 0.14% active;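 active = activation above the run mean over all test wells plus 3 SD, cut at about 32% in these data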;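 note: peak over basal fluorescence ratio per well then scaled between controls; 0% = DMSO wells and 100% = acetylcholine at EC100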
CHRM4 PAM: CHRM4 positive allosteric modulation; AID 624126; activation, % at 3 µM; 360,000 tested, 0.4% active; P08173; CHO-K1 hM4/Gqi5, Fluo-8 calcium fluorescence, ACh EC20; 0% = ACh EC20, 100% = maximal ACh;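 active = activation above its plate's cutoff, the mean activation of sample wells plus 3 SD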; note: some results filed as inactive read as strong as hits
CRFR2-BP ag: agonists of human CRF-binding protein/CRF-R2 receptor complex; HEK293 CRF-R2/CRF-BP, calcium dye fluorescence (FLIPR); percent of saturating CRF peptide response; activation, % at 13.2 µM; 350,000 tested, 0.46% active;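 active = activation of at least 50%, plus an integration ratio under a set limit after plate pattern correction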;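 note: plate controls were neutral control wells without compound for no effect and CRF at EC100 for full effect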
* marks the source's active call; other numbers are inactive results; x = no result given; & = joins results of further samples.

SMILES	CRFBP-R2 block	CHRM5 agonist	CHRM5 PAM	M5 antag	CHRM4 antagonist	M1 PAM	CHRM4 agonist	CHRM4 PAM	CRFR2-BP ag
CN(c1ccc2nc3ccccc3c(=O)n2n1)C1CCCCC1	4	-2	-3	0	2	2	2	11	-0.5
O=C(Cn1ccc([N+](=O)[O-])n1)NCc1ccccc1	12	0	-2	4	-5	8	0	-1	-1.3
CC(C)OCCCNC(=O)c1sc(=S)n(C)c1N	-23	2	2	2	0	3	1	-1	6.0
COc1ccc(S(=O)(=O)NCc2ccco2)cc1C(=O)N1CCOCC1	3	-2	0	9	7	4	0	-6	1.2
Cc1cc(Oc2cccc3c2S(=O)(=O)N(C2CCCC2)CC(COCc2ccccc2)O3)cc(C)c1C (stereo not drawn)	4	2	-3	-9	-5	3	1	2	13
CCOC(=O)c1nn(C)c2[nH]c(=O)n(C)c(=O)c12	10	4	4	2	6	5	0	-1	2.1
Cc1ccc2cc(/C=N/NC(=O)[C@H](C)NC(=O)OC(C)(C)C)c(Cl)nc2c1	6	-1	-3	3	-6	1	1	1	-1.4
CCCCSC(=O)Nc1ccccc1	8	-11	0	-2	-6	6	-2	3	0.2
NS(=O)(=O)c1ccc(NC(=O)COC(=O)CCc2ccc(S(=O)(=O)N3CCOCC3)cc2)cc1	12	2	7	5	-1	8	1	13	3.1
CCOc1cc(C=O)ccc1OCc1cc(=O)n2cc(C)ccc2n1	1	1	4	4	2	10	2	1	-0.3
Cc1nnc(OCc2nc3ccccc3n2C)c2ccccc12	-8	-4	3	3	0	4	2	-1	-3.2
CC[C@@H](C)[C@H](NC(=O)Cc1c(C)c2c(cc(C)c3c(C)c(C)oc32)oc1=O)C(=O)O	3	-2	3	-3	-8	15	1	8	-0.6
COc1ccc(S(=O)(=O)NC(C)C(=O)NCc2ccc3c(c2)OCO3)cc1OC (stereo not drawn)	-3	-4	0	-3	-40	6	4	9	1.4
O=C(Nc1ccc(Oc2ccccc2)cc1)c1csc([C@@H]2C[C@H](O)[C@@H](CO)O2)n1	x	7	-14	10	3	-13	16	-7	x
COc1ccc(/C=C(/CC(=O)Nc2ccc(C)cc2)c2nc3ccccc3s2)cc1	3	-3	-4	3	7	-5	-1	-3	-0.9
CCCCn1nnnc1NCc1ccc(OC)c(OC)c1	24	3	-3	-1	4	1	5	0	-0.6
COc1ccc(CN2CCCN(S(=O)(=O)c3ccc(Br)cc3)CC2)cc1	-8	-10	-18	7	10	-21	0	-10	1.1
COc1ccccc1NC(=O)C(C)OC(=O)C1CCN(S(=O)(=O)c2ccccc2C(F)(F)F)CC1 (stereo not drawn)	4	-5	-33	9	-7	-5	20	-9	-0.8
CCOC(=O)C1=C(CSCC(=O)OC)NC(=O)NC1c1cc(C)ccc1C (stereo not drawn)	-61	3	6	-1	5	2	2	1	-4.3
Cc1ccc2ncccc2c1	21	2	-1	1	0	-5	2	-5	-0.7
CCOC(=O)/C(C#N)=C\c1cc(C)n(-c2ccccc2)c1C	39	0	5	-9	4	8	-1	7	-1.2
CCOC(=O)c1ccc(-c2ccc(C3Nc4ccccc4C(=O)N3O)o2)cc1 (stereo not drawn)	19	-1	-4	8	2	-1	2	-6	-0.1
CCOC(=O)c1ccc(NC(=S)NC2CCCC2)cc1	2	6	-7	-2	-3	-4	10	-7	35
Cc1[nH]c2ccccc2c1C(=O)/C=C/c1ccccc1	-8	-1	2	0	0	2	5	-3	-2.8
O=C(O)Cn1c2ccccc2c2nc3ccccc3nc21	11	0	0	6	9	6	1	-6	0.7
CCOC(=O)C1(CC2CCCCO2)CCN(Cc2nc(C(C)C)cs2)CC1 (stereo not drawn)	-18	3	-8	4	-3	1	3	-6	2.5
c1ccc(-c2csc3ncnc(NCCCN4CCOCC4)c23)cc1	-2	1	4	-5	-3	5	4	4	-1.3
CCCCCCSc1ccc(-c2nc3ccc(Cl)cn3c2NCCCC)cc1OC	-5	1&0	6&-9	7&7	-6&3	13	1&1	9&-3	-0.1
CCCCCN(C(=O)CCC(=O)OCC(=O)c1c(C)cc(C)cc1C)c1c(N)n(CCCC)c(=O)[nH]c1=O	52*	2	0	6	-15	8	1	4	-1.3
CCOC(=O)C(C)/C(C)=N\Nc1ccc([N+](=O)[O-])cc1[N+](=O)[O-] (stereo not drawn)	-7	5	-17	23	16	-8	10	-14	-0.3
CCOC(=O)/C=C1\CC(C(=O)OCC)Oc2c(OC)cccc21 (stereo not drawn)	-7	0	-1	-4	-3	1	0	-3	-4.6
COc1ccc(-n2nnc3c(=O)n(CC(=O)Nc4cc(C)on4)cnc32)cc1OC	-14	-3	8	8	-5	2	0	1	-0.3
CCCCNC(=O)N1CCN(C/C=C/c2ccccc2)CC1	2	-11	-1	0	2	-7	1	0	-1.2
C[C@@H]1ON(C)[C@H]2C[C@H]3c4cc(N5CCN(C)CC5)ccc4CCN3C(=O)[C@@H]12	6	-1	0	-10	-15	8	0	2	1.7
CC/C(=N\NC(=S)Nc1cccc(C)c1)c1ccccc1	-3	-2	-15	11	-7	-1	0	0	-1.3
O=c1cc(O)nc(SCc2ccccc2Cl)[nH]1	2	0	1	4	-8	5	0	12	3.7
COc1ccc(/C=N/NC(=O)CNC(=O)COc2ccccc2)cc1	-8	-1	-2	6	7	9	1	-2	0.8
Cc1c(C)c2ccc(OCC(=O)N3CC[C@@]4(O)CCCC[C@H]4C3)c(C)c2oc1=O	1	3	-5	9	-3	-1	3	-5	2.0
O=C(Cc1coc2cc(O)ccc12)NNC(=O)c1cccs1	12	1	-2	14	5	7	0	6	-2.2
CCOC(=O)C(=C1Nc2ccccc2N1)n1c(-c2ccco2)nc2ccccc21	x	4	6	-2	3	x	3	4	x
O=c1[nH]c2ccc(Cl)cc2c(-c2ccccc2)c1SC(=S)N1CCOCC1	-8	-2	-1	1	20	1	1	-8	2.0
C=CCOc1ccc(C=NNc2ccc(S(=O)(=O)Nc3ccccc3C(=O)O)cc2[N+](=O)[O-])cc1OC	67*	2	1	9	-2	6	0	8	0.0
Oc1ccccc1-c1nnc(SCCN2CCOCC2)n1Cc1ccccc1	17	-14	-3	-5	-6	0	1	6	-0.8
CC(=O)c1cccc(OC(=O)c2cc(S(=O)(=O)N3CCOCC3)ccc2N2CCCC2)c1	0	1	1	9	-3	2	1	8	-0.1
CC1=C(C(=O)N2CCOCC2)CC(CC(=O)NCc2ccco2)C(=O)N1CCC1=CCCCC1 (stereo not drawn)	0	-1	5	-4	-21	10	1	4	0.4
COCCn1c(SCc2csc(-c3ccccc3)n2)nc2ccccc21	28	0	-15	9	3	-13	10	-17	-0.2
CCOc1ccccc1C(=O)N(Cc1sccc1C)C1CCS(=O)(=O)C1 (stereo not drawn)	-7	0	-8	10	-4	4	1	-1	-4.8
CCOC(=O)[C@]12CCCC=C1N(Cc1cccc3ccccc13)C(=O)[C@H](CC(=O)NCCc1ccccc1OC)C2	x	-4	-4	-1	-13	x	-1	-5	x
Cc1ccccc1Nc1nc(N)nc(COC(=O)c2ccc(O)cc2)n1	-34	12	-4	5	2	12	9	4	17
CC(=O)CCc1ccc(OC(=O)c2cccnc2)cc1	10	-3	-5	3	0	-1	1	0	-1.4
COC(=O)[C@H]1[C@H]2C[C@@H]3c4[nH]c5cc(OC)ccc5c4CCN3C[C@H]2C[C@@H](OC(=O)/C=C/c2cc(OC)c(OC)c(OC)c2)[C@@H]1OC	-24	5	2	4	-3	2	8	-5	4.8
CCOc1ccc(C(=O)NC(=S)NCCCN2CCOCC2)cc1	-7	-5	-2	10	-8	17	1	9	0.5
CC(=O)NC(c1cccc([N+](=O)[O-])c1)c1c(OC(C)=O)ccc2ccccc12 (stereo not drawn)	-10	-7	1	7	12	4	2	-1	0.6
CC(C)NC(=O)COC(=O)CNC(=O)c1cc(Cl)cc([N+](=O)[O-])c1	4	-3	-6	6	-2	17	2	0	-0.2
COc1ccc(CC(=O)NCCc2cnc[nH]2)cc1	-4	-3	0	0	-9	0	0	-3	1.6
CCCS(=O)(=O)NC(=O)C1(C)CCCN(C(=O)c2c(F)cccc2F)C1 (stereo not drawn)	x	1	-3	-6	6	1	0	-2	x
O=C(Nc1cccc(F)c1)Nc1cccc(Cl)c1	11	14	-16	28*	8	-21	20	-9	18
Cc1ccc(S(=O)(=O)N2CCN(C(=O)COC(=O)c3ccccn3)CC2)c(C)c1	16	-4	1	8	-4	-1	2	1	-0.2
Cc1[nH][nH]c(=O)c1C=Nc1ccc(C(F)(F)F)cc1	39	-1	-1	1	2	1	1	1	0.2
Cc1ccc(OC(=O)c2ccc3c(=O)n4c(nc3c2)CCC4)cc1	-7	7	2	3	2	-9	14	-5	0.3

Single records, from the list above. Order of values: CRFBP-R2 block, CHRM5 agonist, CHRM5 PAM, M5 antag, CHRM4 antagonist, M1 PAM, CHRM4 agonist, CHRM4 PAM, CRFR2-BP ag
Cc1[nH][nH]c(=O)c1C=Nc1ccc(C(F)(F)F)cc1 as listed: 39, -1, -1, 1, 2, 1, 1, 1, 0.2
CCOc1ccccc1C(=O)N(Cc1sccc1C)C1CCS(=O)(=O)C1 (stereo not drawn) as listed: -7, 0, -8, 10, -4, 4, 1, -1, -4.8

3 entries from above, arranged by the value under M5 antag, low to high:
mol	M5 antag
Cc1[nH][nH]c(=O)c1C=Nc1ccc(C(F)(F)F)cc1	1
Cc1ccc(OC(=O)c2ccc3c(=O)n4c(nc3c2)CCC4)cc1	3
CCOc1ccc(C(=O)NC(=S)NCCCN2CCOCC2)cc1	10

(next part)
SMILES	CRFBP-R2 block	CHRM5 agonist	CHRM5 PAM	M5 antag	CHRM4 antagonist	M1 PAM	CHRM4 agonist	CHRM4 PAM	CRFR2-BP ag
CSC[C@H]1CN(CCc2ccccc2)C(=O)[C@@H]1CC(=O)Nc1ccccc1	-8	1	-1	2	-8	0	2	1	0.6
O=C(CNC(=O)c1cccs1)N=Nc1c(O)[nH]c2ccc(Br)cc12	-2	-5	-8	16	-5	-5	2	2	0.1
CCCOc1ccc(C(CC(=O)O)NC(=O)C(c2ccccc2)c2ccccc2)cc1 (stereo not drawn)	4	-2	-1	16	17	-1	0	0	-0.4
O=C(Nc1ccnn1C1CCN(C(=O)Cc2cccc(Cl)c2)CC1)C1CC1	6	-3	-7	-4	8	6	0	-1	2.0
O=S(=O)(Cc1ccccc1)Nc1ccc(S(=O)(=O)N2CCCC2)cc1	0	2	0	8	0	4	1	-1	-1.7
COCCn1c(N)c(N(Cc2ccccc2)C(=O)Cc2ccccc2F)c(=O)[nH]c1=O	5	3	1	7	-6	2	0	-3	-2.7
COc1ccccc1/C=C/C(=O)NCC(=O)N1CCC(N(C)C2CCCC2)CC1	13	-3	5	-4	-1	3	0	-2	0.3
NC(=O)CCN(C(=O)c1cccc(S(=O)(=O)N2CCc3ccccc32)c1)c1ccccc1	-2	-3	-2	4	-4	4	1	6	-1.9
COc1ccc([N+](=O)[O-])cc1NC(=O)CSc1ccccc1	26	-2	-8	8	7	1	2	-2	0.7
CC1(C(=O)NS(=O)(=O)c2ccc3c(c2)CCO3)CCN1C(=O)C1(c2ccc(Cl)cc2)CC1 (stereo not drawn)	x	0	-2	-1	-12	10	0	5	x
CCOC(=O)/C(C#N)=C/Nc1ccccc1OC	-13	-3	-11	7	0	13	0	-1	-1.2
